# Screens deposited in PubChem by National Center for Advancing Translational Sciences (NCATS).
# FLuc counter = counter-screen for miR-21 project: firefly luciferase inhibitors or activators | purified FLuc, Km substrates, luminescence inhibition | Potency, µM (highest dose often 57.5 µM), for inactives: at the highest dose activity change, negative = inhibition, actives largely listed as inhibitors | 360,000 tested, 6.9% active | P08659;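 note: potency is the fitted concentration of half-maximal effect; plate controls were vehicle for no effect and reference inhibitor for full effect; nearly all actives have a fitted effect of over 55% in size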
# Target sequence (P08659 whole entry, looked up): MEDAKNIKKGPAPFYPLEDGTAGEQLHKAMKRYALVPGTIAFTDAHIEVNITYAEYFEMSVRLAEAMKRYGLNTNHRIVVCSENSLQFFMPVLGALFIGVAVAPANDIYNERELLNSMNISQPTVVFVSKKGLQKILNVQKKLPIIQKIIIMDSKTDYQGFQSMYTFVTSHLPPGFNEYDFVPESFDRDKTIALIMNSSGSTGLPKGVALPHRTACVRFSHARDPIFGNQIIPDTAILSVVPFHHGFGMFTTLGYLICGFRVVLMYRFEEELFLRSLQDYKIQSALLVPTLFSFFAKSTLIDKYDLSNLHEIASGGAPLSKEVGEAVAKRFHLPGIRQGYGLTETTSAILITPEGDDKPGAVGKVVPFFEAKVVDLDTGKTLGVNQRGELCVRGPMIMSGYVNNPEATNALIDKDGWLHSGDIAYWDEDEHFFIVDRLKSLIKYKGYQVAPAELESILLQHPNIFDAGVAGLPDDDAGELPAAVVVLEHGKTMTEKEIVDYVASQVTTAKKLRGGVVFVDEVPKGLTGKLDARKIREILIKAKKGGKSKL
#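 Biochemical qHTS of compounds, final roughly 60 µM downward over six points, against 10 nM purified firefly luciferase using Km concentrations of substrates (10 uM D-luciferin, 10 uM ATP) in Tris acetate pH 7.5 buffer; luminescence output.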
# TRPV1 agonist = agonists of human vanilloid receptor 1 (TRPV1) | Q8NER1 | TRPV1-expressing cells, Fluo-8 calcium influx, agonist mode | activation, % at 8.33 µM | 320,000 tested, 0.19% active; in the data active = activation above about 80%; inconclusive = between about 30% and that limit; note: 0% is about no effect
#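 TRPV1-expressing cells were cultured overnight at 35.5C and loaded with Fluo-8 calcium dye for 40 to 90 min at room temperature. After a 10 s baseline, compound was added and calcium influx was read kinetically for 3 min (ex 480/em 520 nm).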
# NPC1 prom act = NPC1 promoter activation; Potency, µM (series often up to 9.22 µM), without a hit: top-dose activation, hits mostly activators; Huh7 NPC1 promoter luciferase reporter, 24 h; 320,000 tested, 2.4% active;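 note: potency is the fitted concentration of half-maximal effect; % of control where 0% means no effect; nearly all actives have a fitted effect of over 60% in size; reporter is driven by a mutant NPC1 promoter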
#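 Luciferase expression driven by the NPC1 promoter was measured in stably transfected Huh7 cells after a 24 h compound incubation, using a luciferase reagent and a luminescence read.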
# Rab9 prom act = activates the Rab9 promoter; Huh7 Rab9 promoter-luciferase reporter, luminescence, 24 h; Potency, µM (highest dose often 9.22 µM), for the others: at the highest dose activation, negative = inhibition, actives largely listed as activators; 320,000 tested, 2.8% active; AID 485297; note: potency is the fitted concentration of half-maximal effect; % of control where 0% means no effect; nearly all actives have a fitted effect of over 60% in size
#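 Luciferase signal after 10 min detection reagent at ambient indicates Rab9 promoter upregulation; stably transfected Huh7 cells were treated 24 h with compound in DMSO at 37 °C, 5% CO2.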
# Tb PFK inh = T. brucei PFK enzyme inhibition; O15648; T. brucei PFK, ADP-Glo luminescence; Potency, µM (top dose mostly 57.5 µM), without a hit: at the top dose activity, negative = inhibition, hits mostly inhibitors; 330,000 tested, 0.17% active;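 note: potency is the fitted concentration of half-maximal effect; 0% = uninhibited 1x PFK enzyme wells and -100% = no-enzyme wells; nearly all actives have a fitted effect of over 60% in size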
#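 In TEA buffer at pH 8.0 with 5 mM MgCl2, enzyme (1.25 nM) converted F6P (0.5 mM) and ATP (0.1 mM) for 45 min at room temperature. ADP product was read by luciferase luminescence.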
# RORg inh = ROR gamma (mouse) transcription inhibition. P51450. Drosophila S2 Gal4-RORgamma UAS-luciferase reporter, 20 h. Potency, µM (series often up to 53.6 µM), without a hit: at the highest dose activity change, negative = inhibition, most hits filed as inhibitors. 310,000 tested, 5.4% active. AID 2551; note: potency is the fitted concentration of half-maximal effect; % is set by controls: 0 for no effect and ±100 for the full control effect; nearly all actives have a fitted effect of over 60% in size
# Target sequence (P51450 whole entry, looked up, the tested form may be a part): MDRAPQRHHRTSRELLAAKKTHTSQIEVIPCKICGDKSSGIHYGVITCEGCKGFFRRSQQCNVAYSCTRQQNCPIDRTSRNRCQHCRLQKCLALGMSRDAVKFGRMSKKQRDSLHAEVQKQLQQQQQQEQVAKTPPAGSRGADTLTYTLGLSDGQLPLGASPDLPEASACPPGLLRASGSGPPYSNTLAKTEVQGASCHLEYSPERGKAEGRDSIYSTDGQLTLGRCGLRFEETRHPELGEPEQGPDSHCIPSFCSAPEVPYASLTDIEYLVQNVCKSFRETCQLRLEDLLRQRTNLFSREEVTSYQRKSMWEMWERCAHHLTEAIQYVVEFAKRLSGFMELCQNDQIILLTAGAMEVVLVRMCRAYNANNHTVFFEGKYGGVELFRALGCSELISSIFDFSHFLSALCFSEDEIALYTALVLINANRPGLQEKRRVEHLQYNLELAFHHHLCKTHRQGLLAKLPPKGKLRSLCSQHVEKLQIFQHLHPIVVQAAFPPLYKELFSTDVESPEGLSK
#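 Schneider cells (Drosophila), stable Gal4 DBD–ROR gamma + UAS-luc; 1 hr cmpd preincubation; Cu2+ induction 700 uM final; 20 hr ambient; luminescence.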
# ELG1 DNA repair = inhibitors of ELG1-dependent DNA repair in HEK293T cells; HEK293T ELG1-luciferase reporter, luminescence, 16 h; DNA damage induced by 5-fluorouridine; Potency, µM (top dose mostly 46.1 µM), for the others: top-dose activity change, negative = inhibition, actives largely listed as inhibitors; 330,000 tested, 2.3% active; AID 504467; note: potency is the fitted concentration of half-maximal effect; % is set by controls: 0 for no effect and ±100 for the full control effect; nearly all actives have a fitted effect of over 55% in size
#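 5-Fluorouridine DNA damage + compound/DMSO, 2,000 cells/well, 16 h, 37 °C/5% CO2. ONE-Glo, 30 min RT, luminescence. Readout = decrease in reporter signal.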
# p53 reactivator = re-activators of mutant p53; 320,000 tested, 0.063% active; H1299 p53-A138V BP100-luciferase reporter, luminescence, 24 h; AID 504706; Potency, µM (titrated, usually from 92.2 µM), for inactives: at the highest dose activity change, positive = activation, usual class: activators; note: potency is the fitted concentration of half-maximal effect; % of control where 0% means no effect; nearly all actives have a fitted effect of over 45% in size
#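 p53-null H1299 cells stably carrying temperature-sensitive p53-A138V and a BP100-luciferase reporter were pinned with compounds (4-point, 1:5 series) and held 24 hrs at 37 deg C. Luminescence was read 10 min after detection reagent.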
# VP16 counter = Gal4-VP16 reporter inhibition counter-screen. 310,000 tested, 3.5% active. Potency, µM (doses to about 53.6 µM), inactives show top-dose activity, negative = inhibition, actives largely listed as inhibitors. Drosophila S2 Gal4-VP16 UAS-luciferase, luminescence, 20 h;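 note: Gal4-VP16 expression switched on by copper sulfate through the metallothionein promoter; potency is the fitted concentration of half-maximal effect; % is set by controls: 0 for no effect and ±100 for the full control effect; nearly all actives have a fitted effect of over 50% in size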
# ELG1 genotoxic = induces genotoxicity in HEK293T cells with luciferase-tagged ELG1; HEK293T ELG1-luciferase reporter, luminescence, 16 h; Potency, µM (doses to about 46 µM), for inactives: top-dose activity change, positive = activation, most hits filed as activators; 330,000 tested, 1.3% active; AID 504466; note: potency is the fitted concentration of half-maximal effect; % of control where 0% means no effect; nearly all actives have a fitted effect of over 60% in size
#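 ELG1-luciferase HEK293T cells, 2,000/well; compound pinned in; 16 hr, 37 °C, 5% CO2; ONE-Glo, 30 min RT; luminescence on CCD imager.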
# BRCA1 expr act = activators of BRCA1 expression | MCF7-BRCA1-FFLuc reporter, luminescence, 48 h; response scale: scaled: vehicle 0%, 10 µM genistein 100% | Potency, µM (top dose mostly 46.1 µM), without a hit: at the highest dose activation, hits mostly activators | 380,000 tested, 1.1% active | AID 624202; note: potency is the fitted concentration of half-maximal effect; nearly all actives have a fitted effect of over 80% in size; some results filed as inactive show a strong effect at the top dose
#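 Compounds are tested at multiple concentrations on MCF7 BRCA1-luciferase reporter cells seeded at 2000 per well; after 48 h, a single luminescence end-point is taken and curves fitted to the normalized data.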
# * hit, by the source's call; ? = inconclusive; . = not tested or not shown. Unless noted, calls come from the whole dose curve; as a rule, active = well fitted curve in the direction sought with a large enough effect; inconclusive = small, poorly fitted or top-dose-only effect, or another doubt; inactive = no such curve, though single readings can be large; an effect the other way counts as inactive or inconclusive.
SMILES,FLuc counter,TRPV1 agonist,NPC1 prom act,Rab9 prom act,Tb PFK inh,RORg inh,ELG1 DNA repair,p53 reactivator,VP16 counter,ELG1 genotoxic,BRCA1 expr act
CCCCCCCNC(=O)C1(CC2CC(c3cccc(Br)c3)=NO2)CCN(C(=O)OC(C)(C)C)CC1 (configuration not stated),-12%,3,-3%,8%,-4%,28%,-17%,17%,6%,-2%,-21%
COc1ccc(S(=O)(=O)Nc2ncccn2)cc1,-1%,1,0%,0%,10%,.,8%,.,.,-1%,0%
CCn1c(SCC(=O)NC2(C#N)CCCCC2)nc2ccccc2c1=O,1%,?,-3%,-5%,-6%,.,-7%,-10%,.,1%,-24%
C=CCn1c(O)c(C=Nc2ccc(CN3CCCCC3)cc2)c(=O)[nH]c1=S,1%,.,2%,-1%,0%,0%,-1%,-1%,0%,-2%,10%
O=C(O)Cc1ccc(NS(=O)(=O)c2ccccc2Cl)cc1,-3%,-3,-1%,-1%,1%,-17%,7%,-2%,7%,4%,-23%
Cc1ccc2c(CSc3nc4nc(C)cc(C)n4n3)cc(=O)oc2c1,-1%,-1,1%,-2%,12%,15%,-2%,-16%,-12%,5%,5%
CC(C)CC(=O)c1c[nH]c(C(=O)NCc2ccc(F)cc2)c1,7%,14,1%,-2%,0%,7%,0%,-3%,4%,0%,-19%
O=C(CN1C(=O)NC2(CCCC2)C1=O)NNC(=O)c1ccc(F)cc1,-1%,3,0%,-1%,0%,.,29%,1%,.,10%,-2%
COCCn1c(SCC(=O)Nc2cccc(OC)c2)nnc1-c1ccc(Cl)cc1,2%,-1,1%,0%,0%,-5%,?,-13%,1%,-7%,4%
CCCN(Cc1nnc(-c2cccs2)o1)C(=O)c1cc(S(=O)(=O)N2CCOCC2)ccc1C,1%,5,-1%,0%,0%,.,?,-17%,.,0%,13%
O=C(N/N=C/c1cccnc1)c1cc(Br)ccc1O,4.8µM*,-9,3.2µM*,4µM*,1%,?,?,23%,-20%,?,56%
Cc1ccnc(NC(=O)C2CCN(S(=O)(=O)c3ccc(C)c(C)c3)CC2)c1,?,28,1%,4%,0%,.,-8%,4%,.,?,?
CCCN(CCC)C(=O)CC(c1ccccc1)c1ccc(C)cc1O (configuration not stated),0%,-6,0%,21%,-3%,-31%,-28%,-5%,-13%,-3%,-36%
O=C(Cn1c(=O)oc2cc(S(=O)(=O)N3CCc4ccccc43)ccc21)N1CCCCC1,1%,.,-3%,-4%,-2%,13%,?,-4%,-3%,-8%,-19%
Cc1nnc(SCC(=O)Nc2ncc3c(n2)CC(C)(C)CC3=O)s1,3%,6,-3%,0%,-4%,21%,1%,-6%,2%,0%,1%
CN(C(=O)CN1C(=O)/C(=C/c2ccccc2F)SC1=S)C1CCS(=O)(=O)C1 (configuration not stated),?,6,2%,-4%,0%,-26%,8%,9%,1%,-2%,-1%
CN1C(=O)N(C)C2(C)CC1(C)N(C)C(=O)N2C,1%,1,-4%,1%,2%,2%,-2%,2%,2%,2%,-5%
O=C(N/N=C/c1cccc([N+](=O)[O-])c1)C1CC(=O)N(c2ccc(Br)cc2)C1 (configuration not stated),-1%,5,0%,-3%,-7%,?,1%,-3%,-7%,-2%,-32%
COC(=O)c1cc(-c2cccc([N+](=O)[O-])c2)c2c(=O)[nH]c(=O)n(C)c2n1,0%,-1,-2%,-1%,-5%,-15%,12%,12%,-4%,7%,-33%
CN(C(=O)COC(=O)c1c2c(nc3ccccc13)/C(=C/c1cccc([N+](=O)[O-])c1)CCC2)C1CCS(=O)(=O)C1 (configuration not stated),0%,-1,-6%,-4%,3%,39%,5.8µM*,3%,-10%,1%,-28%
CCCC(=O)Nc1nc2c(s1)COc1ccccc1-2,-18%,13,16%,3%,-20%,3%,?,-1%,1%,-1%,16%
COc1ccccc1NC(=O)CN(Cc1ccco1)C(=O)c1ccc(=O)[nH]c1,1%,-4,1%,-6%,-5%,-16%,0%,1%,-10%,1%,32%
CCOc1c(CNCc2ccc(C(=O)O)cc2)cccc1OC,-1%,-2,4%,-4%,-4%,4%,5%,2%,-6%,0%,-9%
O=S(=O)(c1ccc(Nc2ccc3c(c2)OCO3)nc1)N1CCOCC1,-7%,12,0%,5%,-3%,29%,6%,23%,1%,1%,11%
CC1CCN(C(=S)NCCc2ccccc2)CC1,11µM*,?,3.5µM*,2µM*,6%,?,?,?,?,7.3µM*,7.1µM*
SMILES,FLuc counter,TRPV1 agonist,NPC1 prom act,Rab9 prom act,Tb PFK inh,RORg inh,ELG1 DNA repair,p53 reactivator,VP16 counter,ELG1 genotoxic,BRCA1 expr act
COc1ccc2c(=O)c(C(=O)NCCc3ccccc3)c[nH]c2c1,17µM*,0,?,?,2%,?,?,2%,?,11%,?
Cc1ccc(C(=O)OCn2nnc3ccccc3c2=O)cc1[N+](=O)[O-],-2%,-1,0%,3%,-5%,-5%,15%,4%,8%,4%,-2%
O=c1c2ccccc2nc(-c2ccc([N+](=O)[O-])cc2)n1O,-11%,-8,-1%,-2%,1%,4%,?,-7%,4µM*,-5%,-27%
COc1ccc(Cl)cc1NC(=O)CN(C)C(=O)Cn1c(=O)oc2ccccc21,6%,?,1%,-3%,0%,.,22%,-2%,.,-9%,-2%
CN(C)c1ccc(NC(=O)c2ccc3c(c2)nnn3C)cc1,?,16,1%,2%,1%,12%,?,2%,28%,?,75%
CCOC(=O)c1c(NC(=O)CN2C(=O)NC3(CCCCC3C)C2=O)sc(C(=O)N(C)C)c1C (configuration not stated),1%,-2,-4%,3%,0%,.,?,-9%,.,7%,-1%
CCOC(=O)N1CCN(Cc2nc(Cc3cccc(C(F)(F)F)c3)no2)CC1,3%,2,-9%,2%,-1%,28%,-3%,-4%,-5%,-3%,1%
C/C(=N\Nc1nc(N)cc(Cl)n1)c1cccc([N+](=O)[O-])c1,?,-1,21%,15%,-3%,-39%,18%,16%,3%,0%,73%
Cc1ccc(OC(=O)c2cccc(C(=O)Oc3ccc(C)cn3)n2)nc1,5%,-4,0%,1%,1%,-12%,8%,0%,-13%,-1%,.
O=C(CSCCN1C(=O)c2ccccc2C1=O)Nc1ccc2ccccc2c1,2%,4,-6%,1%,0%,?,0%,-13%,-8%,0%,27%
O=C1NC(=O)/C(=C\c2ccc(OCc3ccccc3)cc2)S1,19µM*,-3,4%,16%,1%,30%,?,?,-1%,11%,82%
CC1=CC(C2CC(=O)N(c3ccc(C)cc3)C2=O)CC2C(=O)N(c3ccc(C)cc3)C(=O)C12 (configuration not stated),0%,2,-3%,-1%,-1%,36%,?,-3%,-11%,-5%,3%
CS(=O)(=O)N1CCc2cc(S(=O)(=O)N3CCN(Cc4ccc5c(c4)OCO5)CC3)ccc21,1%,10,0%,-8%,1%,?,?,-6%,-7%,-3%,-4%

# Shown with tabs: part of the list above
SMILES	FLuc counter	TRPV1 agonist	NPC1 prom act	Rab9 prom act	Tb PFK inh	RORg inh	ELG1 DNA repair	p53 reactivator	VP16 counter	ELG1 genotoxic	BRCA1 expr act
COc1ccc2c(=O)c(C(=O)NCCc3ccccc3)c[nH]c2c1	17µM*	0	?	?	2%	?	?	2%	?	11%	?
Cc1ccc(C(=O)OCn2nnc3ccccc3c2=O)cc1[N+](=O)[O-]	-2%	-1	0%	3%	-5%	-5%	15%	4%	8%	4%	-2%
O=c1c2ccccc2nc(-c2ccc([N+](=O)[O-])cc2)n1O	-11%	-8	-1%	-2%	1%	4%	?	-7%	4µM*	-5%	-27%
COc1ccc(Cl)cc1NC(=O)CN(C)C(=O)Cn1c(=O)oc2ccccc21	6%	?	1%	-3%	0%	.	22%	-2%	.	-9%	-2%
CN(C)c1ccc(NC(=O)c2ccc3c(c2)nnn3C)cc1	?	16	1%	2%	1%	12%	?	2%	28%	?	75%
CCOC(=O)c1c(NC(=O)CN2C(=O)NC3(CCCCC3C)C2=O)sc(C(=O)N(C)C)c1C (configuration not stated)	1%	-2	-4%	3%	0%	.	?	-9%	.	7%	-1%
CCOC(=O)N1CCN(Cc2nc(Cc3cccc(C(F)(F)F)c3)no2)CC1	3%	2	-9%	2%	-1%	28%	-3%	-4%	-5%	-3%	1%
C/C(=N\Nc1nc(N)cc(Cl)n1)c1cccc([N+](=O)[O-])c1	?	-1	21%	15%	-3%	-39%	18%	16%	3%	0%	73%

# Rows are unselected; any-hit rate near 15%.
